# pPAFAH inh = pPAFAH (human) enzyme inhibition | inhibition, % at 3.39 µM | 330,000 tested, 1.5% active | recombinant pPAFAH, FP-rhodamine probe fluorescence polarization | AID 463082;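 active means inhibition above the mean inhibition across the screen plus 3 SD, cut at about 25% in these data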;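 further: inhibitors block binding of the rhodamine activity-based probe so polarization drops; 0% = enzyme with DMSO and 100% = wells lacking pPAFAH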
# GSTO1 inh = counter-screen for RBBP9 inhibitors: inhibitors of human GSTO1. inhibition, % at 5.96 µM. AID 1974. 300,000 tested, 1.1% active. recombinant GSTO1, activity-based probe fluorescence polarization;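 active means inhibition above the campaign mean inhibition plus 3 SD, cut at about 35% in these data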;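 further: 0% = GSTO1-1 with DMSO and 100% = wells lacking GSTO1-1 enzyme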
# PME-1 primary = blocks human protein phosphatase methylesterase 1; recombinant PME-1, FP-Rh probe fluorescence polarization; Q9Y570; inhibition, % at 5.9 µM; 320,000 tested, 0.53% active;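 active means inhibition above the campaign mean of all compounds plus 3 SD, cut at about 26% in these data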;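 further: competitive labeling of PME-1 active site by serine hydrolase directed probe; 0% = PME-1 with DMSO and 100% = wells lacking PME-1 enzyme; inhibitors block probe labeling so polarization falls and inhibition rises; many of its hits are not listed in these tables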
# PAFAH1B2 FP inh = blocks human PAF acetylhydrolase 1b catalytic subunit 2 | inhibition, % at 3.39 µM | recombinant PAFAH1B2, FP-rhodamine activity probe, fluorescence polarization | 340,000 tested, 1.2% active | AID 492953 | P68402;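 active means inhibition above the mean of all tested compounds plus 3 SD, cut at about 24% in these data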;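 further: 0% = enzyme with DMSO and 100% = wells lacking PAFAH1B2; many of its hits are not listed in these tables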
# Target sequence (P68402 whole entry, looked up): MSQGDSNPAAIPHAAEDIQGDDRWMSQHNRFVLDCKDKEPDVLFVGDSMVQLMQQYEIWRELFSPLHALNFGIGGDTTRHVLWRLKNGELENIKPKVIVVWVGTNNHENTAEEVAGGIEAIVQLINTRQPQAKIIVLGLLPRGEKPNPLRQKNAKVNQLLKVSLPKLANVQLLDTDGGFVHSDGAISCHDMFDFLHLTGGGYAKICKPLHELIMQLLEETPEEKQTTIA
# LYPLA1 inh = blocks human lysophospholipase 1, a PME1 counter-screen; O75608; inhibition, % at 5.9 µM; 320,000 tested, 0.16% active; recombinant LYPLA1, FP-Rh probe fluorescence polarization;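 active means inhibition above the mean of all tested compounds plus 3 SD, set per campaign, cut at about 14% in these data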;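 further: inhibitors block serine hydrolase probe labeling of LYPLA1 so polarization falls; 0% = enzyme with DMSO and 100% = wells lacking LYPLA1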
# PAFAH1B3 FP inh = inhibitors of human PAFAH1B3; Q15102; recombinant PAFAH1B3, FP-rhodamine probe, fluorescence polarization; inhibition, % at 3.39 µM; 340,000 tested, 0.28% active;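 active means inhibition above the screen-wide average of all tested compounds plus 3 SD, cut at about 25% in these data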;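 further: 0% = enzyme with DMSO only and 100% = wells lacking PAFAH1B3 protein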
# PAD4 FP inh = PAD4 (human) enzyme inhibition. Q9UM07. recombinant PAD4, RCA probe fluorescence polarization. inhibition, % at 6.36 µM. 330,000 tested, 0.41% active. AID 485272;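 active means percent inhibition above a cutoff equal to the mean of all tested compounds plus 3 SD, cut at about 15% in these data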;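 further: 0% = PAD4 with RCA probe and DMSO and 100% = probe without PAD4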
# Target sequence (Q9UM07 whole entry, looked up): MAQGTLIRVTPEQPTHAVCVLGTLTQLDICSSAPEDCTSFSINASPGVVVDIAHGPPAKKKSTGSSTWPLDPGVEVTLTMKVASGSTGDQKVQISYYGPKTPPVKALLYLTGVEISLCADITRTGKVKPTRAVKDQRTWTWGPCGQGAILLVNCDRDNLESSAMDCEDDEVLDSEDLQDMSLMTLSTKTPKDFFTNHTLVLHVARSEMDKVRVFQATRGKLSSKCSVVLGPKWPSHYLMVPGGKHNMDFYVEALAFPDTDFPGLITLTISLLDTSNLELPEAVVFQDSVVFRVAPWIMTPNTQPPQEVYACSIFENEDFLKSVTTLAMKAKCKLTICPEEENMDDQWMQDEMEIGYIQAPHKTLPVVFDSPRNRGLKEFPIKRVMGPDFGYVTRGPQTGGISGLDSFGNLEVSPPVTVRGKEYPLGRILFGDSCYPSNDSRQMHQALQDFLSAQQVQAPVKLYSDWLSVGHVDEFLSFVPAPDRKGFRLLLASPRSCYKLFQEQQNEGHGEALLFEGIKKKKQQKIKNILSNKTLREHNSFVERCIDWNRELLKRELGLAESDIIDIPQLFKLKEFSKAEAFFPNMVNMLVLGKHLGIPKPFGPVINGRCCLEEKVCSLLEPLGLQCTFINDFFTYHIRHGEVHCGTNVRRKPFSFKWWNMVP
# PAFAH2 FP inh = inhibitors of human PAFAH2. Q99487. recombinant PAFAH2, FP-rhodamine activity probe, fluorescence polarization. inhibition, % at 3.39 µM. 340,000 tested, 0.99% active. AID 492956;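 active means inhibition above the mean over all tested compounds plus 3 SD, cut at about 30% in these data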;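 further: inhibitors block probe labeling of enzyme so polarization drops; 0% = enzyme with DMSO and 100% = wells lacking PAFAH2 protein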
# LYPLA2 counter = LYPLA2 (human) inhibition in PME1 counter-screen. recombinant LYPLA2, FP-Rh probe fluorescence polarization. inhibition, % at 5.9 µM. 320,000 tested, 0.38% active. AID 2177;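 active means inhibition above the screen-wide mean plus 3 SD, limit set per campaign, cut at about 26% in these data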;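 further: 0% = LYPLA2 with DMSO and 100% = wells lacking LYPLA2 enzyme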
# Active calls of the source: *; · = not tested or not shown. Some of the compounds tested; count on the stated rates, not on these rows.
no.	SMILES	pPAFAH inh	GSTO1 inh	PME-1 primary	PAFAH1B2 FP inh	LYPLA1 inh	PAFAH1B3 FP inh	PAD4 FP inh	PAFAH2 FP inh	LYPLA2 counter
1	CCN(CC)S(=O)(=O)c1cc(NS(=O)(=O)c2ccc(Cl)c(C(=O)O)c2)ccc1C	1	12	-1	10	-2	5	2	0	-5
2	COc1cc(/C=C/C(=O)OCC(=O)Nc2cc(S(=O)(=O)N3CCCC3)ccc2Cl)cc(OC)c1OC	8	·	·	0	·	6	-2	31*	·
3	O=C(Nc1ccon1)c1ccc(OC2CCCC2)cc1	4	9	-2	2	-2	2	-10	3	-1
4	CCOC(=O)c1cc2occc2n1CC(=O)NC1CCCCC1C (configuration not stated)	-6	0	-2	-3	-1	9	-4	3	-7
5	COc1ccc(C2=NN(C(=O)c3ccccc3)C(c3ccc(OC)c(OC)c3)C2)c(OC(C)=O)c1 (configuration not stated)	1	0	2	3	6	9	-1	5	13
6	COc1ccc(N(CC(=O)N/N=C/c2cccc3c2OCCO3)S(=O)(=O)c2ccc(NC(C)=O)cc2)cc1	-9	-14	-48	-14	-38	-3	-3	-5	-63
7	O=c1cc(-c2ccccc2)c2ccc(O)c(CN3CCCCC3)c2o1	4	4	7	5	-4	10	-1	8	2
8	COc1ccc(CCNC(=O)COC(=O)COc2ccc(Cl)cc2)cc1OC	7	33	3	6	-2	6	-3	0	2
9	Cc1ccc(OCCNC(=O)c2cc(C(=O)NCCOc3ccc(C)cc3)cc([N+](=O)[O-])c2)cc1	-4	-18	-7	-13	-25	-12	1	-39	-26
10	CCCCCOc1ccc(C(=O)CCC(=O)N2CCCC2)cc1	7	1	1	0	0	-9	-4	5	2
11	COc1ccc2c(COC(=O)CC3Sc4ccccc4NC3=O)cc(=O)oc2c1 (configuration not stated)	8	-4	-8	2	-8	0	-9	-2	8
12	O=C(O)c1ccc(-c2nnc(-c3ccccc3)o2)cc1	0	-4	-1	-1	2	10	1	6	-10
13	CCOc1ccc(NC(=S)N(CCc2c(C)[nH]c3ccc(C)cc23)Cc2ccncc2)cc1	14	2	7	6	-2	9	3	0	-6
14	Cc1cccc(NS(=O)(=O)c2csc(C(N)=O)c2)c1	2	2	1	3	3	9	0	-3	3
15	O=C(Nc1ccc(Br)cc1)c1ccc(N2C(=O)C3CCCCC3C2=O)cc1 (configuration not stated)	19	-4	-7	-3	-3	6	-4	-1	-7
16	O=C(CNC(=S)N(Cc1ccccc1)Cc1cccnc1)NC1CCCCC1	3	2	2	5	2	4	1	-5	-1
17	Cc1cc(Nc2cccc(F)c2)n2c(n1)nc1ccccc12	-1	5	10	5	3	4	4	2	6
18	CC(=O)c1cccc(Nc2cc(C)nc3c(C)cc(C)cc23)c1	4	1	2	6	0	14	1	8	6
19	O=c1cc(-c2ccccc2)[nH]n2cnnc12	-6	-5	-1	1	0	7	-3	-2	9
20	CCCCc1cc(=O)oc2cc(OCC(=O)N(CC)CC)ccc12	8	0	-4	5	4	1	0	4	10
21	O=C(NC(=S)Nc1ccccc1[N+](=O)[O-])c1ccccc1	-1	10	-5	0	-2	1	-4	7	-4
22	O=C(/C=C/c1ccco1)Nc1nc(-c2ccccn2)cs1	4	12	-1	9	-6	16	-5	20	-6
23	O=C(Cc1ccc(F)cc1)N1CCOCC1	4	3	2	10	0	8	0	2	2
24	Fc1ccccc1COc1ccccc1/C=N/Nc1nc(N2CCCC2)nc(N2CCCC2)n1	-2	2	4	1	1	2	-3	6	-5
25	Cc1ccc(C(=O)NC2CCCC2)cc1S(=O)(=O)N1CCCCC1	6	4	-2	-3	-2	11	-2	4	0
26	CC(C)(C)c1ccc(OCCN2CCCC2)cc1	5	-3	-4	-2	0	6	-1	-4	2
27	COc1cccc(/C=C/C(=O)Nc2ccc3nc4n(c(=O)c3c2)CCCC4)c1OC	2	-2	3	-3	-5	6	-5	-2	5
28	Cc1ccc(C)c(S(=O)(=O)Nc2ccc(C(=O)NCC(c3ccco3)N(C)C)cc2)c1 (configuration not stated)	7	0	4	2	-1	7	0	0	-1
29	Cc1cc(C)cc(N2C(=O)C3C4C=CC(C4)C3C2=O)c1 (configuration not stated)	6	8	1	6	1	13	-6	8	1
30	CC(OC(=O)c1cccnc1Cl)C(=O)Nc1ccc2c(c1)OCO2 (configuration not stated)	-6	·	·	1	·	14	2	15	·
31	CN(C)CCCN(C(=O)c1ccc(S(=O)(=O)N2CCc3ccccc3C2)cc1)c1nc2c(F)cccc2s1	2	5	2	5	0	-2	2	1	-2
32	CCc1ccccc1NC(=O)Nc1ccsc1C(=O)OC	0	0	-2	-4	2	1	5	-7	3
33	CCOP(=O)(CN(CC)C(=O)c1ccccc1Br)OCC	3	12	1	0	1	1	-1	-6	4
34	CC(C)N1C(=O)S/C(=C\c2ccc(-c3ccc(Cl)c(C(=O)O)c3)o2)C1=O	13	1	9	3	1	3	-4	3	1
35	CCOc1ccccc1CNC(=O)CCNS(=O)(=O)c1ccc2[nH]c(=O)oc2c1	6	4	4	5	2	2	-1	-1	6
36	CCc1c(C)nc(SCC(=O)N2CC(C)OC(C)C2)[nH]c1=O (configuration not stated)	1	4	-2	-3	2	6	1	6	-1
37	O=C(CSc1nc2ccccc2o1)c1ccccc1	2	2	2	-4	-5	-2	3	-15	-6
38	O=C(O)c1cccc(Oc2ncnc3sc4c(c23)CCCC4)c1	-3	23	1	6	-6	8	10	14	-7
39	Fc1ccc(Oc2cc(N3CCOCC3)nc(-c3ccccc3)n2)c(F)c1	1	-7	4	1	2	4	-2	3	-2
40	Cc1cc(/C=C(\C#N)C(=O)NC2CC2)c(C)[nH]1	1	2	-4	1	-1	-3	-4	5	-2
41	CC(C)CN(CCCNC(=O)CN1N=C(c2ccc(Cl)cc2)CCC1=O)CC(C)C	-2	-2	-7	0	3	17	-2	1	7
42	COC(=O)c1sccc1NC(=O)c1ccc(C)s1	0	-1	-3	-2	-3	4	-14	-2	-10
43	Oc1ccc(Br)cc1/C=N/NC(=S)NCCc1ccccc1	9	-7	-7	20	-9	9	1	9	-21
44	CC(=O)c1ccccc1NC(=O)COC(=O)/C(=C/c1ccccc1)n1nnnc1C	-2	8	5	-2	0	0	1	-3	-6
45	Cn1c(=O)c2c(ncn2CCNC2=NCCCCC2)n(C)c1=O	-1	6	3	0	0	2	1	2	-4
46	CCOC(=O)C1CCCN(c2c(N3CCN(C)CC3)c(=O)c2=O)C1 (configuration not stated)	4	5	2	1	0	6	4	-1	3
47	Nc1cccc2c1C(=O)N(C(=O)c1ccco1)C2=O	1	5	2	6	4	14	2	1	8
48	O=C1CCN1C1(C(=O)NC2CCCCC2)CCCC1	0	-1	0	3	-3	11	4	-10	1
49	Cc1ccc(C(=O)OCC(=O)c2c[nH]c3ccccc23)cc1S(=O)(=O)N1CCCCC1	-18	-19	-58	-6	-33	-22	-4	-11	-49
50	COCCCNC(=O)C[C@H]1C[C@H](C(=O)N2CCCCC2)[C@@]2(CCc3ccccc3)c3[nH]c4cc(-c5ccco5)ccc4c3CCN2C1=O	9	·	·	-1	·	-1	0	0	·
51	Cc1nc(N)c(C#N)c(-c2cccnc2)c1-c1ccccc1	0	-2	3	3	-4	11	2	-3	1
52	O=C(Nc1ccc2c(c1)oc1ccccc12)c1ccncc1	-10	-7	-7	-6	-4	12	-5	-2	-7
53	Cc1ccccc1NS(=O)(=O)c1ccc(C(=O)N2CC(C)OC(C)C2)cc1 (configuration not stated)	13	-4	4	9	-2	6	-13	6	-6
54	COc1ccc(OC)c(CCNC(=O)C2CCN(c3nnc(-n4cccc4)s3)CC2)c1	3	1	2	-1	-3	1	-3	8	1
55	O=S(=O)(NCCc1cn2ccccc2n1)c1ccc2c(c1)CCCC2	-11	-7	-3	15	-4	-7	-13	10	4
56	CC1CCN(c2ccc3nnc(CCC(=O)NCC(C)c4ccccc4)n3n2)CC1 (configuration not stated)	5	-36	0	6	-1	7	-5	8	4
57	CCN(CC)C(=O)Cn1cc(C(=O)C(=O)NCc2ccccn2)c2ccccc21	-3	8	-5	1	-4	9	-5	2	-1
58	Nc1c(S(=O)(=O)c2cccs2)c2nc3ccccc3nc2n1Cc1ccccc1	6	-7	10	0	-21	2	-6	-9	-31
59	CN(CCc1cn[nH]c1)Cc1nc(Cc2ccccc2F)no1	1	-4	2	2	-3	3	6	-3	1
60	O=C(Nc1cccc(C(=O)O)c1)/C(=C\c1ccc(F)cc1)NC(=O)c1ccco1	-2	2	-2	6	0	2	-3	5	7

# The list continues.
no.	SMILES	pPAFAH inh	GSTO1 inh	PME-1 primary	PAFAH1B2 FP inh	LYPLA1 inh	PAFAH1B3 FP inh	PAD4 FP inh	PAFAH2 FP inh	LYPLA2 counter
61	Cc1ccc(S(=O)(=O)Cn2nnnc2C(c2ccccc2)N2CCN(c3ncccn3)CC2)cc1 (configuration not stated)	2	4	16	1	0	-8	0	1	3
62	CN(C)c1ccc(C(=O)Nc2nnc(-c3ccc(Cl)cc3)o2)cc1	17	36*	5	5	5	12	6	7	1
63	CCOc1ccc(-c2ccc(/C=C3/C(=N)N4C=CSC4=NC3=O)o2)c([N+](=O)[O-])c1	5	3	7	-4	-2	-3	-11	-4	-2
64	O=C1Nc2ccc(F)cc2C12Nc1ccccc1-c1nnc(SCc3ccccc3F)nc1O2 (configuration not stated)	5	0	2	9	-3	6	-2	35*	1
65	CN(C)S(=O)(=O)c1cccc2nsnc12	-4	5	0	2	2	5	1	7	-7
66	CCOC(=O)c1c(C)nc2sc(C(N)=O)c(N)c2c1-c1ccc(OC)cc1	4	3	4	2	2	1	-5	-6	5
67	CCC(NS(=O)(=O)c1ccc(C)cc1)C(=O)N1CCN(c2ccccn2)CC1 (configuration not stated)	7	1	3	0	0	0	2	2	-5
68	O=C(O)c1ccc(-c2nnn(Cc3ccccc3F)n2)cc1	2	-1	-1	6	-1	2	3	-2	3
69	COc1ccc2c(c1)C(=O)N(c1ccc(C)cc1C)C(=O)C2	2	0	-5	-2	-4	13	-8	-1	-6
70	COC(=O)[C@@H]1C[C@@]2(O)[C@@H](O)[C@@H](O)[C@@H](O)C[C@H]2N1Cc1ccc(C(F)(F)F)cc1	-1	2	5	-2	1	12	1	1	-5
71	NC(=O)c1ccsc1NC(=O)COC(=O)c1ccc(Cl)c(N)c1	6	-15	-4	2	-4	14	-12	13	-1
72	COc1cccc(OC)c1NC(=O)C1CCCN1C(=O)NCc1ccccc1 (configuration not stated)	4	-4	-1	2	2	6	0	-2	-1
73	CCC(c1nnnn1Cc1ccc(OC)cc1)N1CCN(C(=O)c2ccco2)CC1 (configuration not stated)	3	3	5	4	1	10	-1	6	3
74	Cc1ccc(-c2nc(CSCC(=O)N3CCCC3)c(C)o2)cc1	1	11	-9	5	-2	6	5	3	3
75	COc1ccc(C2C(C#N)=C(C)NC3=C2C(=O)CC(C)(C)C3)cc1 (configuration not stated)	1	4	-2	6	1	4	1	-2	2
76	COc1ccc(C(=O)N2CCC(n3nccc3NC(=O)C3CC3)CC2)cc1F	-9	-3	-5	2	-7	2	-16	-7	-5
77	O=C(O)Cc1ccc(NC(=O)Nc2ccc(Br)cc2)cc1	8	2	-7	4	4	6	0	-5	-7
78	CN1C(=O)c2ccc(C(=O)Nc3ccc(Br)cn3)cc2C1=O	7	1	2	1	2	9	1	-3	4
